# Assay outcomes deposited in PubChem BioAssay by National Center for Advancing Translational Sciences (NCATS).
# USP2a inh = qHTS Assay for Inhibitors of Ubiquitin-specific Protease USP2a Using CHOP2 as the Reporter | Ubiquitin carboxyl-terminal hydrolase 2 (Homo sapiens), O75604 | hit rate 0.01% among 330,000 | USP2 core, Ub-CHOP2 coupled fluorogenic reporter, 485/531 | Potency, µM (series often up to 38.3 µM), inactives show at the top dose activity change, negative = inhibition, hits mostly inhibitors;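 also: potency is read from the fitted curve at half-maximal effect; plate controls were DMSO wells for no effect and full inhibition by NEM control for full effect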
#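 Deubiquitinase activity read as fluorescence (485/531 nm) after Ub-CHOP2 cleavage activates the enterokinase reporter on its substrate; USP2 core 10nM, Ub-CHOP2 and substrate 25nM each, 30min compound preincubation then 60min RT; data normalized to NEM, curves fitted.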
# TSHR antagonist = Antagonists of the Thyroid Stimulating Hormone Receptor: HTS campaign; activity change, negative = inhibition, % at 11.5 µM; hit rate 0.2% among 330,000; Thyrotropin receptor (Homo sapiens), P16473; TSHR-expressing cells, TSH-stimulated cAMP HTRF, 2 h; stronger effect = lower value;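 active = activity change below a set negative limit, meaning inhibition stronger than a set level, cut at about -70% in these data; inconclusive = activity change between two set negative limits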; also: % is scaled to controls: 0 for no effect and ±100 for the full control effect
#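 Freshly harvested TSHR cells receive pin-tooled compound, then EC80 TSH at 4nM final. After 2 hours at 37 deg C, antibody in lysis buffer and cAMP-d2 are added; 30 minutes at ambient temperature precede the HTRF read.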
# Eya2 inh = qHTS Assay for Inhibitors of the Phosphatase Activity of Eya2; Protein phosphatase EYA2 (Homo sapiens), O00167; recombinant Eya2, OMFP fluorescence dephosphorylation (OMFP is methylfluorescein phosphate); Potency, µM (doses to about 76.9 µM), for the others: at the highest dose activity, negative = inhibition, usual class: inhibitors; hit rate 0.006% among 330,000; AID 488837, 2010; also: potency is read from the fitted curve at half-maximal effect; % is scaled to controls: 0 for no effect and ±100 for the full control effect
#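 Eya2 (0.2 uM) preincubated 10 min at ambient with compound, then OMFP substrate added at 50 uM; 10 min reaction in 50 mM HEPES pH 7.5, 50 mM NaCl, 5 uM MgCl2, 0.05% BSA, 1 mM DTT. Fluorescence read at Ex 485/Em 525 nm.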
# Mito fusion yeast = qHTS Assay for Small Molecule Inhibitors of Mitochondrial Division or Activators of Mitochondrial Fusion; S. cerevisiae fusion-defective mutant growth rescue, CellTiterGlo 48 h; Potency, µM (highest dose often 46.1 µM), for inactives: at the highest dose growth rescue (activation), actives largely listed as activators; hit rate 0.23% among 320,000;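 also: potency is read from the fitted curve at half-maximal effect; % of control where 0% means no effect; nearly all actives have a fitted effect of over 45% in size; temperature-sensitive fusion mutants such as fzo1-1 at 37 °C on non-fermentable ethanol glycerol medium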
#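 S. cerevisiae fusion-defective temperature-sensitive mutants (e.g. fzo1-1, mgm1-5) grown 48 h at 37C in YPEG (ethanol/glycerol non-fermentable) medium with 23 nl compound per well; growth rescue read as CellTiterGlo luminescence.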
# hERG WT inh = qHTS for Inhibitors of KCHN2 3.1: Wildtype qHTS; U2OS, BacMam KCNH2, thallium flux FluxOr; stronger effect = lower value; activity change, % at 1.84 µM; AID 720551, 2013; hit rate 0.37% among 340,000;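 active = maximum activity change below -70%; inconclusive = maximum activity change between -70% and -50%; inactive = maximum activity change above -50%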; also: % is scaled to controls: 0 for no effect and ±100 for the full control effect
#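 U2OS cells were transduced with wild-type KCNH2 virus (2.03 x 10^8 / mL) for 4 h at room temperature, then cultured overnight at 37 C. Thallium flux was read with FluxOr dye. Rate constants were normalized to DMSO controls.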
# AT treatment = qHTS Assay for Identifying a Potential Treatment of Ataxia-Telangiectasia; Potency, µM (highest dose often 57.5 µM), without a hit: at the top dose activation, most hits filed as activators; hit rate 0.19% among 320,000; […] A-T fibroblasts, KAP-1 phosphorylation AlphaLISA; neocarzinostatin DNA damage 30 min before lysis; AID 485349, 2010; also: potency is read from the fitted curve at half-maximal effect; % of control where 0% means no effect; nearly all actives have a fitted effect of over 45% in size
#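 hTERT-immortalized A-T patient fibroblasts ([…]), 500 cells/well in OPTI-MEM, 1% FBS, got compounds for 60 min, then NCS for 30 min at 37C. Lysates were then assayed for phospho-KAP-1 by AlphaLISA (anti-pKAP1 donor, anti-KAP1 acceptor beads), 6 hr at 25C.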
# KCNH2 3.1 block = qHTS for Inhibitors of KCHN2 3.1: Mutant qHTS; U2OS KCNH2 3.1, thallium flux FluxOr; stronger effect = lower value; activity change, % (tested at about 1.8 µM); hit rate 0.95% among 340,000;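 active = maximum activity change below -70%; inconclusive = maximum activity change from -70% to -50%; inactive = maximum activity change above -50%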;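 also: thallium influx rate constant from kinetic fluorescence after stimulation buffer; % is scaled to controls: 0 for no effect and ±100 for the full control effect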
#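 Steps: virus added to U2OS suspension (4 h, RT, dark); medium with 10% FBS added, cells plated, 37 C overnight; FluxOr/Red40 loading buffer 45 min RT; stimulation buffer, 2 min kinetic read; rate constant normalized.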
# TCR act = Activators of T cell receptors: qHTS campaign; primary human leukocytes, anti-CD3, IL-2 HTRF, 48 h; Potency, µM (titrated, usually from 9.22 µM), without a hit: top-dose activation of IL-2 secretion, actives largely listed as activators; 330,000 tested, under 10 active; AID 504894, 2011; also: % of control where 0% means no effect
#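 Primary human leukocytes incubated 48 hr with anti-CD3 beads plus compound, without co-stimulation. Secreted IL-2 measured by HTRF (europium cryptate/d2 anti-IL-2 pair, 320 nm excitation, 665 nm emission).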
# TRPV1 agonist = HTS Assay for Compounds that Act as Agonists of the Vanilloid Receptor 1; Transient receptor potential cation channel subfamily V member 1 (Homo sapiens), Q8NER1; activation, % at 8.33 µM; hit rate 0.19% among 320,000; AID 540275, 2011; TRPV1-expressing cells, Fluo-8 calcium influx, agonist mode; in the data active = activation above about 80%; inconclusive = between about 30% and that limit; also: 0% is about no effect
# Target sequence (Q8NER1 whole entry, looked up): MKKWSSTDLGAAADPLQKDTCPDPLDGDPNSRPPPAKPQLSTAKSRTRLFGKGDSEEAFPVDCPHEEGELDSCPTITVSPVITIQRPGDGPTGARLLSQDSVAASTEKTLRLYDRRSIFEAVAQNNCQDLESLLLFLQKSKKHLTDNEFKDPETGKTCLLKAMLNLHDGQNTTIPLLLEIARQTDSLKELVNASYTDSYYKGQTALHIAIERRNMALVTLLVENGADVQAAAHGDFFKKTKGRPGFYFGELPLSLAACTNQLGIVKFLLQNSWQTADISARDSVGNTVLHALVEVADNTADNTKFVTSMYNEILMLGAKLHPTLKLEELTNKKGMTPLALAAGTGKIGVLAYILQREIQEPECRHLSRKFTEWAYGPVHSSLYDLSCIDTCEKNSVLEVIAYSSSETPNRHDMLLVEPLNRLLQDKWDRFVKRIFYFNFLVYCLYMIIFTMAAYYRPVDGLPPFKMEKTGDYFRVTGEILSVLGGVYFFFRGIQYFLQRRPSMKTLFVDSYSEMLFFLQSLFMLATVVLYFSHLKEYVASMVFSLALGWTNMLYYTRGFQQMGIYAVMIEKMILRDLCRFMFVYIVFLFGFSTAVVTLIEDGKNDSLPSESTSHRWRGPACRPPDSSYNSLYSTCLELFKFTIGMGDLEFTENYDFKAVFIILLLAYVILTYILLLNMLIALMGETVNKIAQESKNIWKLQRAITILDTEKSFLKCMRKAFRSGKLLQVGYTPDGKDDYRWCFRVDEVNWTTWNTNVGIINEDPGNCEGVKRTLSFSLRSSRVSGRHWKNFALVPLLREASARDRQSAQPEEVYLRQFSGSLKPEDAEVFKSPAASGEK
#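 Fluo-8 calcium influx in TRPV1-expressing cells, kinetic read (ex 480/em 520 nm). Compound added and read 3 min for agonist activity, followed by capsaicin at EC20 final and 2 min further read for enhancement.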
# ELG1 DNA repair = qHTS screen for small molecules that inhibit ELG1-dependent DNA repair in human embryonic kidney (HEK293T) cells expressing luciferase-tagged ELG1; HEK293T ELG1-luciferase reporter, luminescence, 16 h; DNA damage induced by 5-fluorouridine; Potency, µM (highest dose often 46.1 µM), for inactives: at the highest dose activity change, negative = inhibition, most hits filed as inhibitors; hit rate 2.3% among 330,000; AID 504467, 2011; also: potency is read from the fitted curve at half-maximal effect; % is scaled to controls: 0 for no effect and ±100 for the full control effect; nearly all actives have a fitted effect of over 55% in size
#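 HEK293T cells expressing luciferase-tagged ELG1 (2,000/well) received 5-Fluorouridine plus compound or DMSO for 16 hr at 37 °C. Luciferase was read by ONE-Glo luminescence after 30 min at room temperature.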
# Starred values were filed as active, the others as inactive; i = inactive; u = inconclusive; x = no result given; [ ] = remark or other dose. Unless noted, calls follow the shape of the dose curve; as a rule, active = well fitted curve in the direction sought with a large enough effect; inconclusive = small, poorly fitted or top-dose-only effect, or another doubt; inactive = no such curve, though single readings can be large; an effect the other way counts as inactive or inconclusive.
1. OC(COC(c1ccc(Cl)cc1)c1ccc(Cl)cc1)CN1CCCC1 (centres undefined)
2. CCCCOc1ccc(C(=O)NCC(=O)N2CCN(Cc3ccc4c(c3)OCO4)CC2)cc1
3. N#C/C(=C/c1ccc(-c2ccccc2[N+](=O)[O-])o1)C(N)=O
4. CC1CC(=O)Nc2ccccc2N1C(=O)CN1CCN(c2ccccc2)CC1 (centres undefined)
5. CCOc1ccc(N2C(=O)CN(CC(=O)OC)C2=S)cc1
6. COc1ccc(S(=O)(=O)Nc2c(C(=O)O)[nH]c3ccccc23)cc1
7. Cc1ccc(S(=O)(=O)NC(=O)c2cccc(Br)c2)cc1
8. Fc1ccccc1Cc1noc(CN2CCN(C/C=C/c3ccccc3)CC2)n1

screen / no.,1,2,3,4,5,6,7,8
hERG WT inh,-140*,2,-11,-1,-8,-3,-20,29
TCR act,5%,6%,-1%,1%,x,-2%,-4%,-2%
AT treatment,x,-3%,2%,-2%,-5%,1%,-3%,2%
Eya2 inh,x,-13%,2%,7%,2%,-5%,2%,-12%
USP2a inh,x,2%,4%,9%,-1%,0%,0%,2%
ELG1 DNA repair,x,u,2%,4%,10%,16%,10%,u
KCNH2 3.1 block,-112*,-2,6,4,13,2,23,-6
Mito fusion yeast,-17%,7%,-4%,1%,1%,3%,0%,-12%
TRPV1 agonist,2,-13,0,3,2,1,0,13
TSHR antagonist,x,-9,-9,1,-1,-12,33,12

9. CCn1c(SCc2nc3ccccc3s2)nnc1-c1ccccc1
10. CN1Cc2ccccc2N(CC(=O)NCc2ccccc2)C1=O
11. CCOc1cc(/C=N/O)cc(Br)c1OC
12. COc1ccc(-n2cc(C(=O)c3ccc4ccccc4c3O)cn2)cc1
13. Cn1c(SCc2ccc(Cl)cc2Cl)nc(C(F)(F)F)cc1=O
14. Cc1ccc(N2CC(C(=O)Nc3ccc4c(c3)OCO4)CC2=O)cc1C (centres undefined)
15. CCN(CC)S(=O)(=O)c1ccc(/C=C/C(=O)Nc2c(C)n(C)n(-c3ccccc3)c2=O)cc1
16. COC(=O)c1c(N2C(=O)CC(Sc3ccccc3C(=O)O)C2=O)sc2c1CCCC2 (centres undefined)

screen / no.,9,10,11,12,13,14,15,16
hERG WT inh,-9,-2,-6,-2,-7,-1,8,i
TCR act,4%,0%,-1%,-8%,-8%,4%,0%,-6%
AT treatment,1%,-5%,9%,3%,6%,7%,1%,1%
Eya2 inh,-6%,0%,-9%,u,-6%,3%,11%,14%
USP2a inh,-1%,-1%,-1%,-15%,1%,1%,1%,-1%
ELG1 DNA repair,u,9%,-28%,4%,u,19%,-4%,2%
KCNH2 3.1 block,7,-2,-5,1,-2,-19,-3,-3
Mito fusion yeast,0%,-4%,-23%,-2%,5%,4%,0%,3%
TRPV1 agonist,6,5,0,3,-10,u,1,-7
TSHR antagonist,5,13,-3,-5,23,-8,9,6

17. Cc1nc2c(C)cccn2c1/C(O)=C1\C(=O)C(=O)N(CCN(C)C)C1c1ccco1 (centres undefined)
18. CCOC(=O)Cn1c(=O)oc2cc(S(=O)(=O)NCc3cccs3)ccc21
19. COc1ccc(OCC(=O)N(Cc2cccs2)C2CCS(=O)(=O)C2)cc1 (centres undefined)
20. CCn1c(C(O)c2ccc3c(c2)OCO3)nc2ccccc21 (centres undefined)
21. COc1ccc2c(c1)C(=NO)c1cc(OC)ccc1-2
22. COc1ccc(C(CCN2CCCC(C)C2)c2c(OC)cc(OC)c3c2OC(=O)CC3c2cc(OC)c(OC)c(OC)c2)cc1 (centres undefined)
23. N#Cc1nc(-c2ccc(OCc3ccccc3)cc2)oc1NCc1ccco1
24. CC[n+]1c(/C=C2/C=C(C)CC(C)(C)C2)sc2ccc(OC)cc21

screen / no.,17,18,19,20,21,22,23,24
hERG WT inh,-2,-40,-11,1,7,x,20,-71*
TCR act,-1%,7%,-1%,3%,-3%,-55%,5%,8%
AT treatment,-6%,6%,0%,x,3%,29%,17%,-5%
Eya2 inh,4%,6%,-4%,6%,-22%,-7%,-3%,0%
USP2a inh,1%,0%,1%,3%,-1%,7%,-2%,3%
ELG1 DNA repair,-14%,0%,10%,8%,-7%,18%,13%,6%
KCNH2 3.1 block,18,5,1,-1,14,x,-14,2
Mito fusion yeast,2%,1%,-2%,12%,-8%,-5%,0%,2%
TRPV1 agonist,1,3,0,2,-2,1,0,20
TSHR antagonist,-2,7,2,9,4,0,-13,16

25. CCOC(=O)c1c(-c2ccc(OC)cc2)csc1/N=C/N(C)C
26. O=C(/C=C/c1ccc2c(c1)OCO2)Nc1nncs1
27. COc1ccc(C(=O)/C(=C/c2cccs2)c2nc3ccccc3o2)cc1
28. CCc1cc2cc(C)cc(C)c2nc1SCC(=O)Nc1cc(C)on1
29. COc1cccc(C2Nc3c(F)cc(Br)cc3C3C=CCC32)c1OC (centres undefined)
30. O=c1oc2ccc(Cl)cc2nc1/C=C(\O)c1ccco1
31. CCCS(=O)c1nc(C)cc(C)c1S(C)(=O)=O (centres undefined)
32. O=C(COc1ccccc1Cl)N1CCc2ccccc2C1

screen / no.,25,26,27,28,29,30,31,32
hERG WT inh,2,-7,-1,2,0,4,-1,0
TCR act,8%[46.1 µM],6%,-1%,x,2%,3%,3%,-8%
AT treatment,1%,-8%,-3%,5%,9%,-8%,-4%,3%
Eya2 inh,-1%,-11%,1%,-4%,2%,u,-2%,u
USP2a inh,3%,0%,0%,0%,2%,0%,-2%,2%
ELG1 DNA repair,-9%,-2%,u,15%,3%,u,-4%,u
KCNH2 3.1 block,-13,-16,-42,-1,0,7,6,-9
Mito fusion yeast,7%,3%,8%,0%,-6%,-2%,-1%,11%
TRPV1 agonist,5,5,11,10,-2,1,-1,u
TSHR antagonist,5,9,-10,-8,12,-7,3,-7

# Grouped by structure, the entries above containing fluorine.
8. Fc1ccccc1Cc1noc(CN2CCN(C/C=C/c3ccccc3)CC2)n1
13. Cn1c(SCc2ccc(Cl)cc2Cl)nc(C(F)(F)F)cc1=O
29. COc1cccc(C2Nc3c(F)cc(Br)cc3C3C=CCC32)c1OC (centres undefined)

screen / no.,8,13,29
hERG WT inh,29,-7,0
TCR act,-2%,-8%,2%
AT treatment,2%,6%,9%
Eya2 inh,-12%,-6%,2%
USP2a inh,2%,1%,2%
ELG1 DNA repair,u,u,3%
KCNH2 3.1 block,-6,-2,0
Mito fusion yeast,-12%,5%,-6%
TRPV1 agonist,13,-10,-2
TSHR antagonist,12,23,12

# Next compounds follow:
33. COc1ccc(OC)c(S(=O)(=O)N(C)CC(=O)N2CCN(c3ccccc3F)CC2)c1
34. O=C(NNC(=O)c1ccccc1Cl)c1cc2cc(OC(F)(F)F)ccc2[nH]1
35. COC(=O)c1cc(NS(=O)(=O)c2ccc(N3CCC(C)CC3)c([N+](=O)[O-])c2)cc(C(=O)OC)c1
36. CCOc1ccc(C(C)C)cc1S(=O)(=O)n1nc(C)cc1C
37. Cc1ccc(/C=N/NC(=O)c2ccc(OC3CCCC3)cc2)o1
38. COc1ccc(-n2c(NC(=O)c3ccco3)c(C#N)c3nc4ccccc4nc32)cc1
39. CCCCC1=NN2C(=N)CC(=O)N=C2S1
40. COC(=O)c1cc(C)[nH]c2c(C)cc3nc4ccccc4c3c12

screen / no.,33,34,35,36,37,38,39,40
hERG WT inh,-14,-2,8,-3,9,-15,1,-2
TCR act,-2%,3%,-1%[46.1 µM],-3%,-6%,-13%,11%,0%
AT treatment,0%,-5%,-8%,7%,-4%,16%,-2%,16%
Eya2 inh,-17%,-7%,2%,-36%,-20%,7%,-8%,u
USP2a inh,0%,0%,-4%,-2%,-13%,-5%,0%,1%
ELG1 DNA repair,-1%,-5%,4%,11%,-2%,u,-9%,18µM*
KCNH2 3.1 block,7,-1,-1,16,9,-2,1,-2
Mito fusion yeast,-2%,-1%,-5%,0%,0%,-5%,-4%,-25%
TRPV1 agonist,5,1,-6,16,u,-2,-2,16
TSHR antagonist,3,21,-7,x,51,-6,-5,-14

# The list is partial, so the mix of outcomes need not match the whole.
